# High-throughput results as filed in PubChem.
# mHTT CaM bind: mHTT-calmodulin interaction abrogation; 190,000 compounds, 3.6% hits; P42858; inhibition, % at 15 µM; AlphaScreen His-mHTT/GST-CaM binding, luminescence; AID 1671202;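 note: 0% = both proteins with DMSO and 100% = one protein alone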
# Pf apPOL inh: Pf-apPOL DNA polymerase inhibition; Recombinant Pf-apPOL, molecular beacon fluorescence, 1.5 h; inhibition, % at 10 µM; 210,000 compounds, 0.25% hits; AID 1794808
# * hit, by the source's call; x = no result given; & = joins results of further samples. Cut-off read from the data, not from the text of the source: active = inhibition above about 50%; inactive = the rest. A portion of the library; count on the stated rates, not on these rows.
SMILES,mHTT CaM bind,Pf apPOL inh
CN(C(=O)c1cn(-c2ccc(Cl)cc2)c(=O)c2ccccc12)c1ccc(Cl)cc1,21.0,1.5
O=C(CCCOc1ccccc1)Nc1cccc(F)c1,-10.8,-5.4
CSc1cccc(NC(=O)C(=O)NCCc2ccsc2)c1,-2.1,-1.6
O=C(CCc1ccccc1)Nc1nnc(SCc2c(Cl)cccc2[N+](=O)[O-])s1,-2.7,-5.8
CCCCN(CC)C(=O)c1c[nH]c2ccc(S(=O)(=O)Nc3ccccc3F)cc2c1=O,14.0,-0.8
Cc1ccc(NC(=O)/C(=C/c2ccco2)NC(=O)c2ccc(Br)o2)cc1,40.5,6.8
COCCNC(=O)c1ccc(CN2C(=O)C3CCCN3C(=O)c3ccccc32)cc1 (stereo unspecified),-2.3,-4.2
CC(C)CCOc1ccc(CN)cc1,-2.6&-4.9,-6.7&2.7
O=C(Nc1cccc2c1CCCC2)C1CCC(CNS(=O)(=O)c2cccs2)CC1 (stereo unspecified),33.0,5.1
Cc1cccc(-c2nnc(CC(=O)NC3CCCCC3)o2)c1,-1.8,-10.0
C=C(C)CN(CC)C(=O)C1CCN(CC2CC=CCC2)CC1 (stereo unspecified),-2.7,-1.4
O=C(NC1CC1)C1CCN(c2nc3ccc(-c4ccc(F)cc4)nc3s2)CC1,4.7,-4.0
N#CSCCCOc1ccc(I)cc1,-50.9,-5.4
CCOC(=O)c1c(C)nn(-c2ccc(NC(=O)NS(=O)(=O)c3ccc(C)cc3)cc2)c1C,x,2.6
O=C(O)c1cccc(NS(=O)(=O)c2ccccc2)c1,-3.8,4.7

# Given with bars between the fields: part of the list above.
compound | mHTT CaM bind | Pf apPOL inh
O=C(CCc1ccccc1)Nc1nnc(SCc2c(Cl)cccc2[N+](=O)[O-])s1 | -2.7 | -5.8
CSc1cccc(NC(=O)C(=O)NCCc2ccsc2)c1 | -2.1 | -1.6
CCCCN(CC)C(=O)c1c[nH]c2ccc(S(=O)(=O)Nc3ccccc3F)cc2c1=O | 14.0 | -0.8
Cc1cccc(-c2nnc(CC(=O)NC3CCCCC3)o2)c1 | -1.8 | -10.0
Cc1ccc(NC(=O)/C(=C/c2ccco2)NC(=O)c2ccc(Br)o2)cc1 | 40.5 | 6.8
CCOC(=O)c1c(C)nn(-c2ccc(NC(=O)NS(=O)(=O)c3ccc(C)cc3)cc2)c1C | x | 2.6

# Further records.
SMILES,mHTT CaM bind,Pf apPOL inh
COc1ccc(-n2cc(C(=O)Nc3ccc(C)cc3Br)c3ccccc3c2=O)cc1,22.0,-4.1
CCOc1ccc(C2CC(c3ccc(F)cc3)n3ncnc3N2)cc1 (stereo unspecified),-3.8,-0.1
Cc1cc(C)cc(N2CC(C(=O)Nc3ccc(F)cc3)CC2=O)c1 (stereo unspecified),-0.9,-0.2
COc1ccc(OC)c(NC(=O)O[C@@H]2CC[C@@]34CCCN3C(=O)CCC[C@H]4C2)c1,-1.2,1.3
O=C1OC(/C=C/c2ccc([N+](=O)[O-])cc2)=NC/1=C/c1cccc([N+](=O)[O-])c1,8.0,1.2
O=[N+]([O-])c1cccc(C2SCCN2S(=O)(=O)c2ccc(I)cc2)c1 (stereo unspecified),0.0,-0.5
Cc1c(Cl)cccc1NC(=O)Cn1[nH]c2c(cnc3ccc(F)cc32)c1=O,58.0*,2.3
COc1ccc(OC)c(N2CCN(Cc3cccc(C)c3)C(C)C2=O)c1 (stereo unspecified),62.3*,0.6
COc1ccc(Cl)cc1NC(=O)CSc1nnc(COc2cccc(C)c2)o1,-27.5,-3.8
Cc1ccc(-n2cc(-c3ccc(F)cc3)[nH]c2=O)cc1Cl,6.0,-0.4
O=C(c1cc2ccccc2[nH]1)N1CC(c2nc(-c3cnccn3)no2)C1,-8.8,-2.4
Cc1cc(C)cc(NC(=O)c2c(F)c(F)c(F)c(F)c2F)c1,1.1,-11.3
Cc1ccc(N2C(=O)CSC2c2ccccn2)cc1Cl (stereo unspecified),4.0,-7.8
Fc1ccc(-c2nc(-c3ccc(-n4cccn4)nc3)no2)c(Cl)c1,-4.7,0.4
O=C1N(Cc2ccccc2F)c2ccccc2C12OCCCO2,-28.0,-6.9

# Five entries from above, with tabs.
compound	mHTT CaM bind	Pf apPOL inh
CCOc1ccc(C2CC(c3ccc(F)cc3)n3ncnc3N2)cc1 (stereo unspecified)	-3.8	-0.1
Cc1cc(C)cc(N2CC(C(=O)Nc3ccc(F)cc3)CC2=O)c1 (stereo unspecified)	-0.9	-0.2
COc1ccc(OC)c(NC(=O)O[C@@H]2CC[C@@]34CCCN3C(=O)CCC[C@H]4C2)c1	-1.2	1.3
O=C1OC(/C=C/c2ccc([N+](=O)[O-])cc2)=NC/1=C/c1cccc([N+](=O)[O-])c1	8.0	1.2
O=[N+]([O-])c1cccc(C2SCCN2S(=O)(=O)c2ccc(I)cc2)c1 (stereo unspecified)	0.0	-0.5

# (listing goes on)
SMILES,mHTT CaM bind,Pf apPOL inh
CCc1ccc(CN2CCSCC2)cc1,-1.3,-8.2
CCN1c2ccc(C)cc2C(=O)NC12CCN(C(=O)c1ccc(Br)cc1)CC2,2.3,-2.4
CC1C(C#N)=C(SCC(=O)c2ccc(Cl)cc2)NC2=C1C(=O)CC(C)(C)C2 (stereo unspecified),-1.0,-0.1
CCCNC(=O)N1CCN(Cc2nc3cccnc3n2-c2cccc(F)c2)CC1,-2.0,-1.0
Cc1cccc(N2C(N)=C(C#N)C(c3cccnc3)C3=C2CC(C)(C)CC3=O)c1 (stereo unspecified),3.0,3.7
O=S1(=O)C[C@@H](N2CC[C@@H](O)C2)[C@H](COCc2ccccc2)N1,-8.2,0.0
CCN(C1CCCCC1)S(=O)(=O)c1ccc(F)cc1,-25.1,-9.6
Cc1ccc(-c2nnc(Cc3nc(-c4ccccc4C)no3)o2)cc1C,-29.7,-7.9
C(=C\Cn1nnc2ccccc21)/Cn1nnc2ccccc21,-3.0,-5.0
CN(CCO)c1cccc2c1S(=O)(=O)N(Cc1cn(Cc3ccccc3C(F)(F)F)nn1)Cc1ccccc1O2,20.1,-5.3
CCOC(=O)N1CCN(S(=O)(=O)c2cn(C)c(=O)n(C)c2=O)CC1,-17.0,-1.9
Oc1ccccc1C1Oc2ccccc2C2CC(c3cccs3)=NN21 (stereo unspecified),51.0*,-0.5
O=C1OCCN1C(=O)[C@H]1[C@H](c2ccc(Cl)cc2)C(c2ccccc2)=NN1c1ccc(Br)cc1,64.6*,-3.4
CCC(=O)N1CCN(c2ccc(C)c(F)c2)C(=O)C1C (stereo unspecified),-1.3,-3.7
CC(C)N1C(=O)C(C)(C(=O)NCc2ccccc2)Oc2cccnc21 (stereo unspecified),-4.7,-2.9
CCCN1CCN(C(=O)CC2CCN(C(=O)c3[nH]c(C)c(C)c3C)CC2)CC1,25.4,-0.9
O[C@H]1C[C@H](c2ccc(Cl)cc2)N(CC2CCCCC2)C[C@@H]1n1cc(-c2ccc(F)cc2)nn1,45.9,-4.3
COc1ccc(NC(=O)c2coc(=O)c3ccccc23)c(OC)c1,2.0,-2.6
Cc1ccc(NC(=O)c2cc([N+](=O)[O-])ccc2N2CCN(C)CC2)cc1Cl,7.3,-2.0
CC(=O)N1CCC(Cc2nc3cccnc3n2C)C1 (stereo unspecified),-11.3,-1.6
CC(C)CC(=O)N1C(C(=O)NCc2cccnc2)COC12CCCCC2 (stereo unspecified),2.9,-1.2
Cc1ccc(C(=O)c2cncc(Br)c2)cc1,-20.0,-2.4
C=CCn1c(Br)nc2c1c(=O)n(CC(N)=O)c(=O)n2C,-5.0,-3.8
CN1C(=O)c2cccnc2Sc2cc(NC(=O)C3(c4ccccc4)CC3)ccc21,19.1,1.3
O=C(CN1C(=O)C(c2ccc(Cl)cc2)=NC12CCCCC2)Nc1cccc(F)c1,75.6*,-5.9
CC(NCc1ccc(Sc2ccc(Br)cc2)c([N+](=O)[O-])c1)C(=O)O (stereo unspecified),x,0.7
Cc1cccc(CC(=O)N2CCn3cnnc3C2)c1,-12.5,0.3
Cc1ccccc1NC(=O)N1CCC(CCOc2cccnc2)CC1,-3.7,-4.4
COCCNC(=O)c1ccc2c(c1)ncn2-c1ccc(C)c(Cl)c1,24.0,28.4
Cc1cc(CNC(=O)CSc2ccncc2)no1,-14.6,-8.7
O=C(CN1CC(c2nc(-c3cccc(C(F)(F)F)c3)no2)C1)Nc1nccs1,16.0,-1.5
COc1ccccc1/C=C/C(=O)Nc1nc2ccccc2s1,43.0,1.8
CC1CN(C(=O)N2CCOCC2)CC(C)O1 (stereo unspecified),-4.4,x
O=C(Nc1cccc(C(F)(F)F)c1)Nc1ccccc1SCc1ccc(Cl)cc1,x,11.8
O=C(Nc1ccc(Cl)c(Cl)c1)n1ccc(C(F)(F)F)n1,x,-8.3
O=C(c1ccccc1Br)N1CCN(c2ccc(Cl)cc2)CC1,9.4,-4.3
COc1cc(CNc2cccc(F)c2)cc(Br)c1O,31.6,-7.3
CN1C(=O)C(C)(C(=O)Nc2ccc3c(c2)OCO3)Oc2cccnc21 (stereo unspecified),10.8,-0.7
Cc1cc(C(=O)N2CCCC2c2c(C)noc2C)no1 (stereo unspecified),3.3,-4.1
CC(C)(C)c1ccc(C2SCC(=O)N2c2ccccc2F)cc1 (stereo unspecified),1.0,-0.7
O=C(Cc1ccccc1)Nc1nc(CC(=O)Nc2cccc3ncccc23)cs1,28.6,-15.8
Cc1nc2sccn2c(=O)c1NC(=O)Cc1ccc(Cl)cc1,-5.4,-0.5
COc1ccc(CC2CCC(=NOC(=O)C3CCCCC3)CC2)cc1 (stereo unspecified),x,-0.5
COc1ccc(-c2c(C(=O)N3CCCC3)nc3ccccn23)cc1,-4.5,-4.3
Cc1ccc2oc(-c3ccccc3OS(C)(=O)=O)nc2c1,-2.9,-1.5
CC(C)C(NC=C1C(=O)OC(C)(C)OC1=O)C(=O)O (stereo unspecified),1.0,-8.5
COc1ccc(-n2nc3ccc(NC(=O)c4cc(Br)ccc4OC)cc3n2)cc1,5.0,-2.5
CNC(=O)C1CCN(c2nccc(C)n2)CC1,-12.1,-1.8
Nc1ncnc(NCc2ccco2)c1[N+](=O)[O-],-17.6,-1.4
COc1cccc(CCC(=O)N2CCC(c3nc(C(=O)N(C)C)c(C)o3)CC2)c1,1.2,-1.1
COc1ccc(CSCC(=O)Nc2ccccc2)cc1[N+](=O)[O-],-1.1,-1.5
COc1ccc(C(=O)N2N=C(c3cccc(Br)c3)CC2(O)C(F)(F)F)cc1 (stereo unspecified),50.0*,0.2
CN(C)CN1C(=O)S/C(=C\c2ccc(F)cc2)C1=O,21.0,-0.7
CCCNC(C)C(=O)Nc1ccccc1C (stereo unspecified),x,7.1
Cc1cccc(C(=O)Nc2sc(C)c(C)c2C(=O)O)c1,-3.6,1.9
COc1ccc(-n2c(CCC(=O)O)ccc2-c2ccc(F)cc2)c(OC)c1,32.0,-0.1
CN(C)c1nc(-c2ccccc2)c(NC(=O)c2ccccc2)c(-c2ccccc2)n1,1.8,0.5
CC(C)CCN(Cc1ccco1)C(=O)c1noc2c1CCCCC2,-20.5,0.2
O=C(NCc1csc(-c2cccs2)n1)C1CCN(C(=O)C2CCCC2)CC1,-6.5,-4.9
O=S1(=O)C[C@@H](N2CCC(Cc3ccccc3)CC2)[C@H](COCc2ccccc2)N1,47.4,-7.3

# Remaining list, next part:
SMILES,mHTT CaM bind,Pf apPOL inh
COCCN1C(=O)Cc2ccccc2C1C(=O)N(C)Cc1ccco1 (stereo unspecified),-2.3,-0.4
O=C(CCS(=O)(=O)c1ccc(F)cc1)Nc1nnc(-c2cccnc2)o1,6.3,-3.9
CSc1ccc(N2CC(c3nnc(NC(=O)c4cccs4)o3)CC2=O)cc1 (stereo unspecified),63.5*,0.7
Cc1ccc(C(=O)NC(Nc2ccccc2)C(=O)c2ccccc2)cc1 (stereo unspecified),-1.0,1.8
Cc1nc(-c2cccnc2)nc2c1CCC(=O)N2Cc1ccncc1,26.6,8.5
COc1cc(/C=c2\sc3nc(=O)c(Cc4ccccc4)nn3c2=O)cc(OC)c1OC,26.0,-3.1
O=C(C1CCCO1)N1CCN(c2nc(CN3CCCCC3)cs2)CC1 (stereo unspecified),3.9,-4.1
